NCI-60 one-dose screen, 48 h, at 10 µM unless noted. Numbers give growth in % (100 = growth as untreated, 0 = no growth, -100 = all killed).
786-0: 786-0 renal cancer cells; 81,000 compounds, 5.1% hits; AID 1794775
U251: U251 CNS tumor cells; 80,000 compounds, 5.4% hits
CAKI-1: CAKI-1 renal cancer. 75,000 compounds, 4.7% hits
TK-10: TK-10 renal cancer cells | 81,000 compounds, 3.9% hits
UO-31: UO-31 renal cancer; 81,000 compounds, 5.2% hits
SN12C: SN12C renal cancer cells; 81,000 compounds, 3.8% hits; AID 1794767
SF-295: SF-295 CNS cancer cells | AID 1794758 | 79,000 compounds, 5.6% hits
SF-268: SF-268 CNS cancer cells; 82,000 compounds, 3.1% hits
Active calls of the source: *; . = no result given; & = joins results of further samples. The calls were made as follows: active = growth percent below 10; inactive = the rest.

SMILES	786-0	U251	CAKI-1	TK-10	UO-31	SN12C	SF-295	SF-268
N#CC1=C(c2c[nH]c3ccccc23)Nc2nc(N)[nH]c(=O)c2C1c1ccc(Cl)cc1 (stereo not given)	83	81	98	94	94	77	94	98
N#CCSc1ncnc2nc[nH]c12	116	77	113	120	93	96	103	118
COc1ccc(/C=C2\SC(=O)N(CN3CCN(c4cc5c(cc4F)c(=O)c(C(=O)O)cn5C4CC4)CC3)C2=O)cc1	93	100	94	104	80	108	100	99
COc1ccc(/C=C2/C=C(c3ccccc3)OC2=O)cc1OC	101	99	105	124	92	98	106	98
COc1cc2oc(C(=O)N[C@@H](Cc3ccccc3)C(O)C(N)=O)c(C)c(=O)c2cc1OC (stereo not given in full)	99	103	98	103	94	103	105	107
CCCCC(=O)OCCOc1ccccc1	99	90	90	81	98	103	99	105
O=c1c2cccnc2nc(-c2ccc(F)cc2)n1-c1ccc(S(=O)(=O)Nc2ncccn2)cc1	100	91	91	105	73	98	102	96
CCC(C)C1NC(=O)C(NC(=O)c2c3nc4c(C(=O)NC5C(=O)NC(C(C)CC)C(=O)N6CCCC6C(=O)N(C)CC(=O)N(C)C(C(C)C)C(=O)OC5C)ccc(C)c4oc-3c(C)c(=O)c2N)C(C)OC(=O)C(C(C)C)N(C)C(=O)CN(C)C(=O)C2CCCN2C1=O (stereo not given)	-21*	1.8*	-13*	3.5*	-16*	15	-11*	-12*
CCN(CC)CCOc1ccc2c(c1O)C(=O)c1ccccc1C2=O	80	77	.	78	67	76	92	90
NS(=O)(=O)c1ccc(-n2nc(-c3ccccc3)ccc2=O)cc1	94	99	.	132	92	98	260	106
COc1ccc(-c2cc(-c3c(C)oc4c(OC)c5occc5c(OC)c4c3=O)nc(N)c2C#N)cc1OC	103	98	92	115	88	94	104	101
CNC(=O)Cn1c2c(sc1=O)[C@H]1[C@@H](O)[C@@H](O)[C@H](O)[C@@H]1CS2	101	101	94	100	92	104	107	99
C#CC(C)(C)OC(=O)Nc1ccccc1	93	112	.	113	91	113	109	102
CCOC(=O)C1CCc2c(ccc3ccccc23)N1CCC#N (stereo not given)	100	90	80	116	75	99	88	113
COc1ccc(/C=C(/C(=O)NS(=O)(=O)c2ccc(Cl)cc2Cl)c2cc(OC)c(OC)c(OC)c2)cc1	102	104	93	117	76	102	93	95
CCOC(=O)CSc1nc2sc(C(N)=O)c(C)c2c(=O)n1Cc1ccccc1	64	100	100	98	74	104	104	101
CC(C)(C)c1cc(CNCCNCc2cc(C(C)(C)C)cc(C(C)(C)C)c2O)c(O)c(C(C)(C)C)c1	106	94	98	106	92	108	108	96
O=C(c1cn[nH]c1-c1ccccc1)N1CCN(Cc2nc3sc4c(c3c(=O)[nH]2)CCCC4)CC1	93	93	88	98	93	92	97	91
C/C(=C\CC(O)Cc1ccccc1)C(=O)N[C@H](C(=O)N1CCCC1c1nccs1)C(C)C (stereo not given in full)	97	98	99	88	84	109	95	98
CCCNCCS	103	112	92	113	.	103	100	111
COc1ccc2nc3cc(Cl)ccc3c(N)c2c1	-99*	-74*	-56*	-69*	-74*	-80*	.	-86*
C=CC(CO)N1CCCCC1 (stereo not given)	98	107	106	106	93	91	109	101
Cn1ncc2c(NCCO)nc(Cl)nc21	102	92	107	93	93	97	111	114
C#CC(C)(C)OC(=O)Nc1cccc(Cl)c1	105	87	100	96	85	115	96	99
CCOC(=O)C1CC1C#N (stereo not given)	99	101	96	92	76	107	94	97
SMILES	786-0	U251	CAKI-1	TK-10	UO-31	SN12C	SF-295	SF-268
CCC(=O)O[C@]1(C(=O)CCl)[C@@H](C)CC2C3CCC4=CC(=O)C=C[C@]4(C)[C@@]3(F)[C@@H](O)C[C@@]21C (stereo not given in full)	104	98	79	91	64	57	115	100
C[n+]1ccc(/C=C/c2ccncc2)c2ccccc21	103	87	99	129	87	89	107	102
COc1cc2c(cc1OC)C1CC(c3ccccc3)=C(c3ccccc3)CN1CC2 (stereo not given)	80	83	68	81	52	67	54	99
Nc1cc(N)c(N)cc1N	52	16	82	101	-0.1*	-70*	88	74
O=c1ccc(N=Nc2ccc([N+](=O)[O-])cc2)ccc1O	42	17	20	48	17	4.9*	13	23
CCN(CC)CC(=O)Nc1ccc2ncnc(Nc3ccc(Oc4cccc(F)c4)c(Cl)c3)c2c1	60	45	47	52	22	68	87	59
COc1ccc(C(=O)COc2ccc(C(C)=O)cc2OC)cc1OC	99	99	92	103	90	98	111	105
Cc1ccc(C(=O)CCCCl)cc1C	99	99	102	99	96	105	102	105
c1ccc(-c2nn(-c3ccccc3)c3c2-c2ccccc2CO3)cc1	106	102	97	149	93	105	110	97
Oc1ccc(N=Nc2ccc(Br)cc2)c(O)c1	16	17	3.0*	39	30	54	15	31
COc1ccc(NC(=O)COc2ccccc2)c(C(N)=O)c1	35	9.4*	49	.	57	44	13	51
Oc1cccc(NC(c2ccc(OC(F)F)c(OCC3CC3)c2)c2nnnn2C2CCCCC2)c1 (stereo not given)	99	97	90	121	79	103	95	87
CCN(CC)CC#CCOC(=O)[C@]1(C)CCC[C@]2(C)c3ccc(C(C)C)cc3CC[C@@H]12	81	80	94	102	65	84	93	96
CCC(CC)SC(CC)CC	.	100	99	111	98	110	105	100
Clc1ccc(-n2ncc3c(NCCCN4CCOCC4)ncnc32)cc1	107	93	107	107	80	99	99	99
Cc1ccc2cccc(OC(=O)Nc3ccc(C)c(NC(=O)Oc4cccc5ccc(C)nc45)c3)c2n1	111	.	100	120	99	98	117	107
Cc1ncnc2c1CCC2	101	100	105	.	81	98	101	105
NS(=O)(=O)c1ccc(NC2=C(I)C(=O)c3ncccc3C2=O)cc1	114	103	97	120	73	98	108	92
COc1ccc(N=Nc2ccccc2)cc1	101	101	98	99	79	106	96	98
COc1ccc(/C=C/C(=O)c2ccc(NC(=O)CSc3nnc(-c4cc(-c5ccc(Cl)cc5)nc5ccccc45)n3-c3ccccc3)cc2)cc1	98	103	80	116	70	100	105	100
COC(=O)[C@H](O)[C@H]1C(C)(C)[C@H](OC(C)=O)C2CC3=C4CC(=O)O[C@@H](c5ccoc5)[C@]4(C)CC[C@@H]3[C@@]1(C)C2=O	94	91	94	81	94	97	96	98
Cc1cnc2ccccn2c1=O	107	98	.	105	75	97	109	95
CCOC(=O)c1c(NC(=O)c2ccc(F)cc2)sc2c1CCCC2	104	99	87	106	87	106	101	98
Cc1ccc(/C=C/c2ccc([N+](=O)[O-])cc2)cc1	89	94	92	118	88	104	111	100
Cc1cccc(C)c1NC(N)=O	98	102	103	96	86	111	116	103
SMILES	786-0	U251	CAKI-1	TK-10	UO-31	SN12C	SF-295	SF-268
CCN(CC)c1ccc2c(C)cc(=O)oc2c1	103	93	97	108	86	101	99	108
CCOC(=O)c1cc(-c2ccc(Br)cc2)n(-c2ccc(S(N)(=O)=O)cc2)n1	97	93	91	104	78	96	99	98
COc1ccc(/C=C/C(=O)c2ccccc2)cc1	81&83	68&81	93&97	100&66	54&80	101&89	90&97	107&99
CCOC(=O)c1c2c(n3cccc(Cl)c13)C(=O)c1ncccc1C2=O	74	36	26	76	44	17	64	41
C/C(Cc1ccc(Cl)cc1)=C(\c1ccc(OCCN2CCOCC2)cc1)c1ccc(OC(=O)c2ccccc2)cc1	64	91	56	79	43	87	99	76
O=C1C=C(C2CCCCC2)C(=O)c2ccccc21	107	61	85	100	89	76	88	94
COc1cc(C=O)c([N+](=O)[O-])cc1O	93	96	98	100	94	104	104	103
COC(=O)/C(CCC=C(C)C)=C1\[C@@H](OC(C)=O)C[C@@]2(C)[C@H]1CC(=O)[C@H]1[C@@]3(C)CC[C@H](NCc4ccccc4)[C@@H](C)[C@@H]3CC[C@@]12C	66	74	87	111	70	87	98	80
COc1cc2c(c(OC)c1OC)C(=O)CC(c1cccc(C(=O)Nc3cccnc3)c1)O2 (stereo not given)	97	95	98	111	74	95	98	96
[N-]=[N+]=C1C(=O)NC(=O)N2C3CC(O)C(COC12)O3 (stereo not given)	113	95	113	116	75	105	.	103
CS(=O)(=O)Nc1cc(-c2ccc3ncnc(Nc4ccc5c(cnn5Cc5ccc(F)cc5)c4)c3c2)cnc1Cl	48	37	26	38	47	36	66	15
Clc1ccc(C=Nc2ccc3c(c2)Cc2ccccc2-3)cc1	108	103	96	109	72	101	112	96
CC(C)(C)n1cc(-c2ccnc(NCCNS(=O)(=O)c3cccc(F)c3)c2)c(-c2ccccc2)n1	81	68	90	105	67	90	77	98
O=C1/C(=C/c2ccc(O)cc2)Oc2ccc(Cl)cc21	71	90	77	117	39	85	90	93
FC(F)(F)c1cn(CC2CNC2)c2ncnc(Cl)c12	107	105	.	104	102	102	100	99
COc1ccc(CCC2c3c(cc4c(c3OC)OCO4)CCN2C)cc1 (stereo not given)	-67*	-90*	0.7*	-15*	-22*	-19*	-65*	10
CCCCC1=c2c([nH]c3ccc(OC)cc23)=NC2C=CC=NC12 (stereo not given)	110	103	.	115	75	88	106	93
c1ccc(CCNc2c3ccccc3nc3ccccc23)cc1	38	41	30	53	24	33	35	67
Clc1c(Cl)c(Cl)c(SCN(c2ccccc2)c2ccccc2)c(Cl)c1Cl	101	97	.	116	68	89	.	104
Brc1c(SCc2ccccc2)ncnc1SCc1ccccc1	95	86	.	84	85	94	99	112
O=S(=O)(NCCNc1cc(-c2cn(-c3ccccc3)nc2-c2cccc(O)c2)ccn1)c1ccc(F)cc1	-9.0*	17	37	46	20	44	10	40
CC1(C(=O)O)CC1(Cl)Cl (stereo not given)	104	111	96	100	90	109	103	102
Nc1nnc(-c2cncc(Br)c2)c(-c2c[nH]c3ccc(F)cc23)n1	86	89	77	119	59	.	87	90
N#Cc1c(Nc2ccccc2)nn2c(N)cc(=O)[nH]c12	93	108	94	.	87	97	101	102
CN1CCc2c(sc3nc(-c4c(F)cccc4Cl)[nH]c(=O)c23)C1	106	104	89	97	87	95	94	107

Compound profiles (already shown).
Profile of Nc1nnc(-c2cncc(Br)c2)c(-c2c[nH]c3ccc(F)cc23)n1 : 786-0: 86; U251: 89; CAKI-1: 77; TK-10: 119; UO-31: 59; SN12C: .; SF-295: 87; SF-268: 90
Profile of Clc1c(Cl)c(Cl)c(SCN(c2ccccc2)c2ccccc2)c(Cl)c1Cl : 786-0: 101; U251: 97; CAKI-1: .; TK-10: 116; UO-31: 68; SN12C: 89; SF-295: .; SF-268: 104

(list continues)
SMILES	786-0	U251	CAKI-1	TK-10	UO-31	SN12C	SF-295	SF-268
N#[N+]c1ccc2c(S(=O)(=O)Oc3ccc(C(=O)c4ccccc4)c(OS(=O)(=O)c4cccc5c([O-])c([N+]#N)ccc45)c3)cccc2c1[O-]	94	84	74	100	56	92	91	83
N#Cc1cc(-c2ccnc(Nc3ccc(N4CCN(C5COC5)CC4)cc3)n2)ccc1N1CCCC1	17	76	18	67	31	52	86	50
C/C(=C\CCc1ccsc1)CC/C=C(\C)CCCN1CCOCC1	96	92	95	92	77	87	95	103
CCc1cc2n(n1)-c1ncc(C(=O)OC)cc1Oc1ccccc1-2	100	94	94	96	89	.	101	103
O=C(O)CN1CSC(=S)N(CC(=O)O)C1	90	88	101	95	93	103	109	98
CCn1c(Sc2nn3cc(-c4ccc(Cl)cc4)nc3s2)nc2c1c(=O)n(C)c(=O)n2C	100	112	98	106	70	95	101	100
CCOC(=O)c1cn(CC(=O)c2ccccc2)c2nc(NCc3ccc(OC)c(OC)c3)nn2c1=O	100	94	88	100	78	95	97	89
COC(=O)[C@]12CCC(C)(C)C[C@H]1C1=CC[C@@H]3[C@@]4(C)/C(=C/c5ccco5)C(=O)/C(=C\c5ccco5)C(C)(C)[C@@H]4CC[C@@]3(C)[C@]1(C)CC2	100	.	85	105	94	101	96	99
O=C(N/N=C/c1cc([N+](=O)[O-])ccc1O)c1cccc2ccccc12	37	30	20	46	19	51	26	40
COc1ccc(-c2[nH]ncc2CNc2cc3cc(OC)c(OC)cc3c(C)n2)cc1	85	92	84	88	66	92	72	85
O=C(Nc1cccc(-n2cc(-c3ccncc3)c(-c3cc(O)cc(Cl)c3)n2)c1)c1ccc(N2CCOCC2)c(C(F)(F)F)c1	37	-9.6*	15	70	4.0*	46	-35*	53
C=CCOC1OC(CO[Si](C)(C)C(C)(C)C)C(OCc2ccccc2)C(OCc2ccccc2)C1OCc1ccccc1 (stereo not given)	105	89	93	93	82	100	107	89
Nc1nc(Nc2ccc(F)cc2)nn1C(=O)c1cc(Cl)ccc1Cl	73	76	52	104	65	68	94	75
COc1ccc(Cc2nn(CC(=O)N/N=C/c3ccc([N+](=O)[O-])cc3)c(=O)c3c(C)noc23)cc1	26	24	53	101	63	39	93	78
COc1ccc(NC(=O)CSc2nnc(-c3cc(F)c(Cl)cc3Cl)n2N)cc1	92	105	51	111	84	101	107	104

An excerpt from above in order of SMILES length, lowest first.
SMILES	786-0	U251	CAKI-1	TK-10	UO-31	SN12C	SF-295	SF-268
O=C(O)CN1CSC(=S)N(CC(=O)O)C1	90	88	101	95	93	103	109	98
C/C(=C\CCc1ccsc1)CC/C=C(\C)CCCN1CCOCC1	96	92	95	92	77	87	95	103
CCc1cc2n(n1)-c1ncc(C(=O)OC)cc1Oc1ccccc1-2	100	94	94	96	89	.	101	103
O=C(N/N=C/c1cc([N+](=O)[O-])ccc1O)c1cccc2ccccc12	37	30	20	46	19	51	26	40
CCn1c(Sc2nn3cc(-c4ccc(Cl)cc4)nc3s2)nc2c1c(=O)n(C)c(=O)n2C	100	112	98	106	70	95	101	100
CCOC(=O)c1cn(CC(=O)c2ccccc2)c2nc(NCc3ccc(OC)c(OC)c3)nn2c1=O	100	94	88	100	78	95	97	89
N#[N+]c1ccc2c(S(=O)(=O)Oc3ccc(C(=O)c4ccccc4)c(OS(=O)(=O)c4cccc5c([O-])c([N+]#N)ccc45)c3)cccc2c1[O-]	94	84	74	100	56	92	91	83

High-throughput results: PubChem BioAssay, NCI
